RGS4 inh – blocks human RGS4-accelerated GTP hydrolysis. P49798. Transcreener GDP fluorescence polarization, RGS4-accelerated GTP hydrolysis. Potency, µM (titrated, usually from 114 µM), for inactives: top-dose activity change, negative = inhibition, most hits filed as inhibitors. 0.039% of 390,000 active. AID 504845; note: potency is the fitted concentration of half-maximal effect; % is set by controls: 0 for no effect and ±100 for the full control effect; nearly all actives have a fitted effect of over 75% in size; some results filed as inactive show a strong effect at the top dose
Target sequence (P49798 whole entry, looked up): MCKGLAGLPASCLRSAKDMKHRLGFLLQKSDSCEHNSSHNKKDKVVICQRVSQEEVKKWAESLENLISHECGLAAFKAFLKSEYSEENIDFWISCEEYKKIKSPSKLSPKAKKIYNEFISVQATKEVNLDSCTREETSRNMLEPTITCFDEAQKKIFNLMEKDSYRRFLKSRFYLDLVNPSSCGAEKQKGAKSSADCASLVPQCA
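MLSMR compounds (23 nl, pin-transferred) preincubated 10 min at room temperature with a 500nM (2x) first reagent, then RGS4 at 900nM (2x) plus Transcreener GDP mix added; fluorescence polarization (620/688 nm) read before and after 90 min at 30 °C.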
Vif-APOBEC3G blk – inhibitors of Vif-APOBEC3G interaction | HeLa A3G-eYFP + Vif (tagged APOBEC3G with the HIV-1 protein that degrades it), YFP fluorescence, overnight | Potency, µM (titrated, usually from 46.1 µM), for the others: at the top dose activity, negative = active, actives largely listed as inhibitors | 0.076% of 410,000 active;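 note: potency is the fitted concentration of half-maximal effect; % is set by controls: 0 for no effect and ±100 for the full control effect; nearly all actives have a fitted effect of over 60% in size; hits raise eYFP signal because A3G escapes Vif-driven loss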
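Read-out is eYFP fluorescence (Ex 488/Em 500-530) from Vif-expressing HeLa A3G-eYFP cells; more signal means A3G escaped Vif-mediated degradation. Cells plated overnight, compound pinned in, incubated overnight at 37 deg C.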
D2 antag – antagonizes the human D2 dopamine receptor; P14416; HEK293 TREx D2 cells, calcium flux, dopamine EC80; inhibition, % at 10 µM; 2% of 340,000 active; AID 485344; in the data active = inhibition above about 30%; note: 0% is about no effect
Target sequence (P14416 whole entry, looked up): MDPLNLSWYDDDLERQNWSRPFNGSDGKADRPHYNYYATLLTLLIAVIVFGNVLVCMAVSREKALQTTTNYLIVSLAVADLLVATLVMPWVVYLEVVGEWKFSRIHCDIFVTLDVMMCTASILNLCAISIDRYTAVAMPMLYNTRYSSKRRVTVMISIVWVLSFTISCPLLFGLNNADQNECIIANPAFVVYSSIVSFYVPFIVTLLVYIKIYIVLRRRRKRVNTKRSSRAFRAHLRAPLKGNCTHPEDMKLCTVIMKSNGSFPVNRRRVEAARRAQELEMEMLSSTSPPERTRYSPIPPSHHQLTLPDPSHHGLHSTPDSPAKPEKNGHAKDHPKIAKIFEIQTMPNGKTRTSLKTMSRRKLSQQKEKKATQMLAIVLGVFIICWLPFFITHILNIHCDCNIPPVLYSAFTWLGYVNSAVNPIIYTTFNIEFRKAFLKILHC
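Measurement of antagonist activity uses fluorescent calcium dye in inducible HEK293 T-REx D2 cells: 10 s baseline, compound addition with 180 s read, EC80 dopamine addition with a further 180 s read.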
D2 ag – D2 dopamine receptor (human) agonism; AID 485358; P14416; HEK293 T-REx D2 cells, calcium flux agonist mode; 0.53% of 340,000 active; activation, % at 2 µM;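 active = activation over 3 SD above normal in the single-dose calcium agonist read, cut at about 30% in these data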; note: 0% is about no effect
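Agonism scored from kinetic calcium signal (1 read/sec, 180 s) following compound pin transfer, after a 10 s baseline. Cells: HEK293 Trex line expressing inducible D2 receptor coupled to calcium, dye-loaded after overnight culture at 30 C.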
ERG-DNA inh – ERG Ets/DNA interaction inhibition; P11308; fluorescence polarization, His-ERG Ets domain / labelled DNA; Potency, µM (top dose mostly 76.9 µM), without a hit: at the highest dose FP activity, negative = inhibition, usual class: inhibitors; 0.028% of 370,000 active; active = well fitted inhibition curve with a large enough effect in the polarisation, with a control signal flat; inconclusive = small, poorly fitted or top-dose-only effect, or effect the other way, or a change in a side signal; inactive = no such curve, though single readings can be large or run the other way; the % refers to the polarisation;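 note: polarization taken with two DNA probes labelled with fluorescein and Texas red; potency is the fitted concentration of half-maximal effect; % of control where 0% means no effect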
Target sequence (P11308 whole entry, looked up, the tested form may be a part): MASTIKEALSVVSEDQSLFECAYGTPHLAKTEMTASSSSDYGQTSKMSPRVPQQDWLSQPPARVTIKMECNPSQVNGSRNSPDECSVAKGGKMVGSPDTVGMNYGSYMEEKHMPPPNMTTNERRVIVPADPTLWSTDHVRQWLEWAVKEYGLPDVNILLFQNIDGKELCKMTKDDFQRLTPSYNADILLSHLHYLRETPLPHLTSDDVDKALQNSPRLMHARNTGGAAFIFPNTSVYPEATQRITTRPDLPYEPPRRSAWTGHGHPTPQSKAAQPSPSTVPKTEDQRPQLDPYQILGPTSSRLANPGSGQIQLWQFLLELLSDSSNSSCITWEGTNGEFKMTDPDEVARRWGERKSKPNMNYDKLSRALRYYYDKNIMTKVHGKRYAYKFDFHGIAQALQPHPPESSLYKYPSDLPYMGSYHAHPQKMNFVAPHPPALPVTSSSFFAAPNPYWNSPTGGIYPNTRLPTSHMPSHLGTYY
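His-tagged ERG Ets domain (1 uM in the protein solution; 300mM KCl, 50mM Tris-HCl, 1mM EDTA, 1mM DTT, pH 7.5) received compound, then a probe mix of 5 nM fluorescein-DNA and 100nM Texas-615-DNA. Fluorescence polarization was read for both dyes.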
Vif-A3F inh – Vif-A3F binding inhibition | HeLa A3F-eYFP + Vif (tagged APOBEC3F with the HIV-1 protein that degrades it), YFP fluorescence increase | Potency, µM (highest dose often 46.1 µM), for inactives: top-dose activity, negative = active | 0.2% of 390,000 active; note: potency is the fitted concentration of half-maximal effect; % of control where 0% means no effect; nearly all actives have a fitted effect of over 65% in size
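HeLa cells stably expressing A3F-eYFP plus Vif, plated and incubated overnight at 37 deg C, then exposed to compounds overnight at 37 deg C. Blocked degradation read as raised yellow fluorescence (Ex 488/Em 500-530).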
ALOX12 inh – ALOX12 (human) lipoxygenase inhibition; purified 12hLO, xylenol orange hydroperoxide absorbance; P18054; Potency, µM (titrated, usually from 108 µM), for the others: top-dose activity change, negative = inhibition, usual class: inhibitors; 1.1% of 580,000 active; note: potency is the fitted concentration of half-maximal effect; % is set by controls: 0 for no effect and ±100 for the full control effect
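Purified human 12hLO at 150 nM in 25 mM Hepes, 0.01% Triton X-100, pH 7.0, preincubated 15 min at room temperature with compound. Reaction started with 40 uM arachidonic acid, 30 min at room temperature. Hydroperoxide measured by Fe-xylenol orange, 573/405 nm absorbance ratio.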
Glioma ERSR ind – inducers of ER stress response in human glioma cells. U87-MG GRP78 promoter luciferase reporter, 16 h. Potency, µM, for inactives: top-dose activation, usual class: activators. 0.02% of 420,000 active; note: potency is the fitted concentration of half-maximal effect; series mostly up to about 76 µM; % of control where 0% means no effect; nearly all actives have a fitted effect of over 35% in size
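Stably transfected U87-MG human glioma cells carrying a GRP78-based luminescent sensor were seeded at 1000 cells/well, pin-dosed with compounds and incubated 16 h. Luciferase reagent was then added, and end-point luminescence was read after 10 min at room temperature.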
LDHA block – blocks human lactate dehydrogenase A. AID 1347041. purified LDHA, NADH/diaphorase-resazurin fluorescence; hits give low values. P00338. activity change, % (values are at about 110 or 230 µM). 0.15% of 480,000 active; in the data active = activity change below about -30%; inconclusive = mostly about -25% to -30%;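 note: plate controls were DMSO wells for no effect and wells without enzyme for full effect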
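Resorufin fluorescence (ex540/em590), read at 0 and 20 min after diaphorase/resazurin addition, reports the NADH left after a 5 min room-temperature reaction of 2 nM human LDH5 with 0.06 mM NADH and 0.2 mM pyruvate.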
* = called active by the depositor; i = inactive; ? = inconclusive; . = not tested or not shown; & = joins results of further samples; [ ] = another dose, or the depositor's remark. Unless noted, calls come from the whole dose curve; as a rule, active = well fitted curve in the direction sought with a large enough effect; inconclusive = small, poorly fitted or top-dose-only effect, or another doubt; inactive = no such curve, though single readings can be large; an effect the other way counts as inactive or inconclusive.

Below each SMILES – RGS4 inh, Vif-APOBEC3G blk, D2 antag, D2 ag, ERG-DNA inh, Vif-A3F inh, ALOX12 inh, Glioma ERSR ind, LDHA block
[1] O=C(Cn1nnc(-c2ccccc2)n1)Nc1cccc(S(=O)(=O)N2CCCC2)c1
    -42%, 1%, 13, -0.4, 6%, -28%, 2%, -3%, -2
[2] COc1ccc(N2C(=O)CSC2c2cccs2)cc1 (stereo not given)
    -5%, -4%, -7, 1.0, ., 3%, -16%, 1%, -1
[3] CCOC(=O)c1ccc(NC(=O)CCc2c(C)nc3c(-c4ccc(F)cc4)c(C)nn3c2C)cc1
    31%, 4%, ., 0.4, -9%, 0%, -26%, -4%, -11
[4] CCN1CCN(C(CCc2ccccc2)C(=O)NC2CCCCC2)CC1 (stereo not given)
    ., 1%, ., ., ., ., -22%, -4%, -3
[5] CC(C)CN1CC(COCc2ccccc2)Oc2ccccc2S1(=O)=O (stereo not given)
    -5%, 1%, ., ., 1%, 0%, 3%, 1%, 5
[6] CCCc1ccc(OCC(=O)O)cc1
    4%, 0%, 3, 0.6, ., -4%, 1%, -4%, -3
[7] O=C(NNC(=S)Nc1ccccc1)c1cccs1
    9%, -3%, -10, 1.2, -1%, 1%, 17%, 7%, -6
[8] CCOc1cc(C(=O)NCCC(=O)N2CCC3(CC2)NCCc2[nH]cnc23)cc(OCC)c1OCC
    12%, -4%, 0, 0.2, 2%, -6%, 11%, 5%, 3
[9] O=C(N[C@H](CO)Cc1ccccc1)c1ccco1
    8%, -1%, ., ., -11%, 0%, 12%, -1%, -4
[10] COCCCNC(=O)c1ccc(Cn2c(=O)c3ccccc3n(Cc3ccccc3C)c2=O)cc1
    18%&-5%, ?, -13, 1.1&-1.0, -7%&-2%, -8%&2%, -13%&9%, -2%&-7%, -4&-8
[11] Cc1nc2cc(Cl)c(Cl)cc2nc1C
    -16%, -3%, 4, -0.9, -2%, 0%, 2%, -6%, 4
[12] CCOC(=O)C1(CCSC)NC(c2ccco2)C2C(=O)N(CC)C(=O)C21 (stereo not given)
    3%, 2%, 1, 1.2, -2%, ., ?, -3%, -2
[13] Cc1cccc(CN2CCC(CNC(=O)Cn3ncc4c([nH]c5ccc(C)cc54)c3=O)CC2)c1
    14%, 4%, ., 0.2, -3%, -12%, ?, -5%, 0
[14] Cn1nc(-c2ccccc2)cc1NC(=O)Nc1ccc(C(C)(C)C)cc1
    19%, -3%, 11, 0.2, 4%, -26%, -2%, 17%, 1
[15] O=C(NC1CC1)C1CCN(S(=O)(=O)c2cc(Cl)ccc2Cl)CC1
    4%, -2%, -18, 2.1, 10%, 0%, -12%, -5%, -3
[16] O=C(NCCCN1CCOCC1)c1cccc(S(=O)(=O)N2CCc3ccccc3C2)c1
    -12%, 3%, 3, 0.0, 1%, 0%, -18%, -5%, -14
[17] Cc1ccccc1C(=O)OC(C)CN1CCOCC1 (stereo not given)
    17%, 3%, 5, 0.6, -2%, -3%, -12%, 1%, -8
[18] CCn1c(SCC(=O)NC2=NCCS2)nnc1C(C)NC(=O)c1ccc(Cl)cc1 (stereo not given)
    -1%, 2%, 1, 0.4, -1%, -6%, -24%, -4%, -5
[19] CC(C)(C)[C@H]1C=C(C(=O)O)O[C@@H](OCCCCO)C1
    -7%, 3%, ., ., 7%, -9%, 6%, 0%, 0
[20] CC(C)Cc1ccc(S(=O)(=O)N2CCC(c3ccncc3)CC2)cc1
    -21%, -12%, ., 0.0, 3%, 5%, -20%, -4%, 19
[21] C=CCn1c(CCNC(=O)c2ccccc2F)nnc1SCC(=O)Nc1nc2ccccc2s1
    -3%, 1%, -32, -0.4, -16%, -8%, 4%, -4%, 0
[22] CN(c1ccc(OCC(=O)N2CCC(C(N)=O)CC2)cc1)S(=O)(=O)c1cccs1
    -7%, 0%, -9, 0.6, 0%, 2%, 2%, -3%, -2
[23] CCC(=O)Nc1sc2c(c1C(N)=O)CCN(Cc1ccccc1)C2
    6%, 0%, 38*, 55*, 0%, 0%, -29%, 13%, -2
[24] CSCc1ccc(C(=O)NC(C)c2cnn(-c3ccccn3)c2C)o1 (stereo not given)
    4%, 1%, 10, 0.2, -7%, -15%, 0%, 4%, -1
[25] CC1=C(C(=O)Nc2c(C)cc(C)cc2C)C2(CCN(C(C)C)CC2)OC1=O
    -4%, 3%, ., 0.3, 6%, -3%, -24%, -2%, -1
[26] O=C(NCC(c1ccco1)N1CCCCC1)c1cccs1 (stereo not given)
    -17%, 0%, ., ., 16%, -3%, ?, -5%, -8
[27] CCOC(=O)C1(Cc2ccccc2C)CCCN(C(=O)c2ccc(CSC)o2)C1 (stereo not given)
    35%, 6%, 8, 0.5, -1%, -15%, 84%[activator], -3%, -1
[28] COc1cccc(-c2c(C(=O)N/N=C/c3ccoc3)nnn2-c2nonc2N)c1
    -4%, -8%, 4, 0.1, 16%, 17%, 3%, 2%, 1
[29] CCCC(C)(C)C(=O)N1CCC1(C)C(=O)NS(=O)(=O)c1ccc(Br)cc1 (stereo not given)
    ., 2%, ., ., ., ., 0%, -1%, -5
[30] CCN(CC(=O)Nc1ccc(OC)cc1)C(=O)COc1cccc2c1OC(C)(C)C2
    34%, -4%, 22, -0.2, 0%, 4%, 1%, -1%, -5
[31] Cc1ccc(C(=O)OCC(=O)N(C)c2ccccc2)c(C)c1
    22%, -2%, -18, -2.3, -11%, 8%, 9%, -3%, -4
[32] CCOC(=O)C(C)Oc1ccc(=O)n(-c2ccccc2)n1 (stereo not given)
    -5%, 4%, -7, -0.6, 0%, ?, -18%, -1%, -11
[33] O=C(Cn1cnc(S(=O)(=O)N2CCCC2)c1)Nc1ccc(OC(F)(F)F)cc1
    18%[56.9 µM], 1%&2%, 11, -1.4&-0.3, -12%&5%, 5%&1%, -16%&-3%, 2%&0%, -3&-2
[34] C=CCn1c(SCc2ccc(C#N)cc2)nnc1-c1cccc(Cl)c1
    -21%, -3%, -23, -0.7, -12%, -2%, -9%, -6%, 0
[35] Cc1c(C(=O)N2CCC(C)(C(=O)NS(=O)(=O)C3CC3)C2)oc2ccccc12 (stereo not given)
    ., -2%, ., ., ., ., -16%, -3%, -6
[36] Cc1cccc(C)c1OC(=O)CSc1nnc(CNC(=O)c2ccccc2)o1
    23%, 6%, ., -0.5, -2%, -7%, -11%, -3%, -9
[37] O=C(CC1C(=O)NCCN1CC(c1ccccc1)c1ccccc1)NC1CC1 (stereo not given)
    -7%, -1%, 7, -1.5, -1%, 2%, -8%, 2%, 8
[38] COc1ccc(C(=O)CCC(=O)Nc2cccnc2)cc1
    -1%, 2%, -11, 1.0, 6%, -2%, i, -7%, -3
[39] Cc1ccc(OCCSc2nc3ccccc3n2CC(=O)N2CCOCC2)c(C)c1
    1%, 1%, ., ., -3%, 0%, -11%, -2%, -11
[40] Fc1ccc(CO/N=C/C2=C(Cl)c3ccccc3CC2)cc1
    ?, 0%, -7, 0.1, -6%, -5%, 0%, 3%, -6
[41] Cc1ccc(C)c(NC(=O)NCCN2CCCCC2)c1
    29%, 1%, 8, -0.3, -8%, -5%, 0%, -1%, -10
[42] CSc1nnnn1-c1ccc(Cl)cc1
    4%, 0%, -10, -1.1, -6%, -15%, -1%, -5%, 0
[43] COC(=O)c1ccc(N=NNc2ccc(C(=O)OC)cc2)cc1
    8%, 0%, 6, 0.1, -2%, 7%, 1%, -12%, -5
[44] CCOC(=O)c1ccc(N2C(=O)c3n[nH]c(C)c3C2c2ccco2)cc1 (stereo not given)
    -23%, -6%, ., ., 7%, 0%, 3%, -5%, 0
[45] Cn1c(=O)c(=O)n(C)c2cc(S(=O)(=O)N3CCCC3C(=O)NCc3cccs3)ccc21 (stereo not given)
    -1%, 9%, 5, 0.4, -13%, 3%, 0%, -2%, 0
[46] COc1ccccc1NC(=O)Nc1nc(CC(=O)NCc2c(F)cccc2F)cs1
    13%, 0%, 2, 0.1, 0%, 4%, -7%, 2%, -3
[47] CC(C)NC(=O)CCS(=O)(=O)c1ccc(Br)s1
    -10%, 0%, -6, 0.6, -3%, -9%, 5%, -3%, -10
[48] Cc1nn(C(C)C(=O)NNC(=S)Nc2ccc(Cl)cc2)c(C)c1[N+](=O)[O-] (stereo not given)
    -19%, 0%, 5, 0.1, 3%, -5%, -26%, -4%, 1
[49] C/C(=N\N1CCN(c2ccccc2)CC1)c1ccncc1
    6%, -1%, ., ., 6%, 1%, -2%, -4%, -6
[50] O=C(Oc1cccc(Nc2ncnc3ccccc23)c1)c1ccccc1Cl
    15%, 1%, -14, 0.9, 1%, 6%, 0%, -7%, -4
[51] O=c1[nH]c2cc3c(cc2cc1CN(CCc1ccccc1)C(=S)NCCCN1CCOCC1)OCCO3
    3%[11.4 µM], -1%, ., ., 19%, -24%, 1%, -2%, -3
[52] O=C(NCCc1ccccn1)c1cc(-c2cccc3ccccc23)nc2ccccc12
    7%, -1%, 0, 0.1, 1%, -5%, 2%, -5%, -8
[53] Cc1ccccc1C(=O)Nc1cccc(OCc2cc(=O)n3c(C)csc3n2)c1
    -8%, -2%, ., -1.0, 7%, 4%, 0%, -1%, -2
[54] N#Cc1cc2c(nc1S(=O)(=O)Cc1ccccc1)CCCC2
    -9%, -3%, -2, 1.4, -12%, 10%, -4%, -4%, 0
[55] COc1cc(NS(=O)(=O)c2ccc(NC(=O)c3ccc([N+](=O)[O-])cc3)cc2)ncn1
    3%, 0%, 2, 0.7, 4%, -10%, 0%, -5%, -2
[56] Cc1nc(NCc2ccccc2)c(C(N)=O)c2c1COC(C)(C)C2
    35%, 0%, 2, -0.4, 4%, 0%, -20%, 1%, -2

Not all compounds are listed. The share of hits here may be higher or lower than overall.
